Bioassay records (PubChem BioAssay)
PHOSPHO1 block: PubChem AID 1565 | Phosphoethanolamine/phosphocholine phosphatase (Homo sapiens), Q8TCT1 | recombinant PHOSPHO1, absorbance phosphatase assay | inhibition, % at 13.3 µM | 290,000 tested, 1.1% active; in the data active = inhibition above about 60%
Target sequence (Q8TCT1 whole entry, looked up): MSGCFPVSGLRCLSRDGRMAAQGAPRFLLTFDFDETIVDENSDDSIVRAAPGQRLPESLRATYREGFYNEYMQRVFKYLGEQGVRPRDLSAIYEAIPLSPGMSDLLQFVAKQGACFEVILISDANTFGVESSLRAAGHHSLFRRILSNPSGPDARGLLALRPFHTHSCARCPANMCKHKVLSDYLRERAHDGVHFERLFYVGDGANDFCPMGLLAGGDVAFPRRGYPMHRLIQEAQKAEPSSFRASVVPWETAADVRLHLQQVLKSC
GPR7 antag: GPR7 receptor antagonists, primary screen, cell-based, fluorescence, single concentration. Neuropeptides B/W receptor type 1 (Homo sapiens), P48145. GPR7-expressing cells, fluorescence antagonist assay. inhibition, % at 4.4 µM. 290,000 tested, 1.1% active; in the data active = inhibition above about 16%, passing the limit was not always enough;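 also: cells stimulated with the agonist NPW; 0% = agonist with vehicle and 100% = vehicle without agonist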
Target sequence (P48145 whole entry, looked up): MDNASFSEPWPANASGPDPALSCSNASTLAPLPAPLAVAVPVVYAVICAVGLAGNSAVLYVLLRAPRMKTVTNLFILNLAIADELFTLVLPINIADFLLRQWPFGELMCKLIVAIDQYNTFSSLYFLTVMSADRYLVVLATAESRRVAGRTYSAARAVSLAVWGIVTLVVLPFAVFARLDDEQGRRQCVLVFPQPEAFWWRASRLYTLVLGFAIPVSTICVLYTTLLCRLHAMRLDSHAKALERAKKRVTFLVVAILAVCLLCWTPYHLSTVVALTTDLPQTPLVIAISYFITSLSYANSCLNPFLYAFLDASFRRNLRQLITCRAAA
MEKK2wt PB1 HTS: modulators of MEK5 binding to wildtype MEKK2, primary screen, biochemical, multiplex bead flow cytometry, Alexa488-MEK5; Mitogen-activated protein kinase kinase kinase 2 (Homo sapiens), Q9Y2U5; 290,000 tested, 1.1% active; binding response (% of control), % at 10 µM; Alexa488-MEK5 binding to MEKK2 WT; actives lie on both sides; AID 1531, 2009; in the data active = binding response below about 67% or above about 130%
MEKK3 PB1 HTS: modulators of MEKK3-MEK5 PB1 binding, primary screen, biochemical, wildtype MEKK3, multiplex bead flow cytometry, Alexa488-MEK5; Mitogen-activated protein kinase kinase kinase 3 (Homo sapiens), Q99759; bead-based flow cytometry, Alexa488-MEK5 binding to MEKK3; actives lie on both sides; 0 = blocked by unlabeled MEK5, 100 = vehicle; binding response (% of control), % at 10 µM; 290,000 tested, 1.4% active; AID 1529, 2009;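 active = binding response more than 3 SD above or below the average of its plate-row segment, actives on both sides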;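 also: Alexa488 bead fluorescence after subtracting the streptavidin-only scavenger bead signal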
MEKK2mut PB1 HTS: MEK5 binding signal on mutant MEKK2 PB1, primary screen, biochemical, multiplex bead flow cytometry, Alexa488-MEK5; percent response, % at 10 µM; Alexa488-MEK5 binding to MEKK2 mutant; 290,000 tested, 0.35% active; in the data active = percent response above about 24%, passing the limit was not always enough; also: inactives centre near 1; some results filed as inactive read as strong as hits; reference of the scale not given here
V1R ag counter: agonists of human V1a receptor, primary screen, counter-screen for OXTR agonist project, fluorescence, CHO-V1R cells; Vasopressin V1a receptor (Homo sapiens), P37288; Fluo-8 calcium fluorescence, agonist mode; 0% DMSO, 100% 3 nM vasopressin; activation, % at 3 µM; 320,000 tested, 0.25% active; AID 2797, 2010;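 active = activation above the mean activation of all tested compounds plus 3 SD, per screening run, cut at about 20% in these data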;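 also: signal is peak over basal fluorescence ratio across a 100 second FLIPR read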
NALP1 yeast inh: NALP1 inflammasome inhibitors in reconstituted yeast, colorimetric, S. cerevisiae, triplicate retest; S. cerevisiae NALP1/ASC/caspase-1 growth, X-gal OD620, 72 h; inhibition, % at 10 µM; 280,000 tested, 0.61% active; AID 2071, 2009; in the data active = inhibition mostly above about 24%, no sharp cut-off; inactive = mostly below about 32%; also: some compounds called inactive have numbers as strong as hits
OXTR agonist: human OXTR agonists, primary screen, fluorescence, CHO-OTR cells, Fluo-8 calcium. 320,000 tested, 0.32% active. Fluo-8 calcium fluorescence; normalized: DMSO 0%, oxytocin 100%. activation, % at 3 µM;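 active = activation above the mean of all tested compounds plus 3 SD, cutoff set per screening run, cut at about 20% in these data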;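 also: peak over basal fluorescence ratio from a 100 s FLIPR kinetic read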
GalR3 antagonist: GalR3 antagonists in HEK293 cells, primary screen, cell-based, fluorescence readout; Galanin receptor type 3 (Homo sapiens), O60755; HEK293 GalR3-CNG cAMP membrane potential fluorescence; galR3 body fused to GalR1 C-terminus; 360,000 tested, 0.44% active; inhibition, % at 3 µM;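 active = inhibition above the screen-wide average plus 3 SD, cut at about 13% in these data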;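 also: forskolin and galanin both at EC90 stimulate the cells; cAMP rise reported by CNG channel membrane potential dye signal; 0% = forskolin plus galanin with DMSO and 100% = forskolin alone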
Target sequence (O60755 1-299 limits assumed): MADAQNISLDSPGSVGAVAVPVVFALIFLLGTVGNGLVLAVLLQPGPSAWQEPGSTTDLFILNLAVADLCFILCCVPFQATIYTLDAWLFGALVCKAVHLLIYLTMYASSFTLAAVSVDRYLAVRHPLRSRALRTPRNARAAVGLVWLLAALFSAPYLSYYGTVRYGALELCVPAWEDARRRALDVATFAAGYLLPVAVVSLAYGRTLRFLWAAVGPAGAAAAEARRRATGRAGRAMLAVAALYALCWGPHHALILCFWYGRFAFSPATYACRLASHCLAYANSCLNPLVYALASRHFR
Starred values were filed as active, the others as inactive; . = not tested or not shown.

no.	Molecule	PHOSPHO1 block	GPR7 antag	MEKK2wt PB1 HTS	MEKK3 PB1 HTS	MEKK2mut PB1 HTS
1	CCn1nc(/C=C/c2ccccc2)nc2c(=O)n(C)c(=O)nc1-2	41	-9	85	95	-14
2	COc1ccc(/C=C2\C(=N\O)C3CCN2CC3)cc1	7	-9	97	99	1
3	CC1(C)N=C(c2ccccc2)[C@@H]2C(c3ccc([N+](=O)[O-])cc3)N21 (some centres undefined)	7	-2	100	87	1
4	COc1ccc(CN2CCCC(C(=O)c3ccc(Cl)cc3)C2)c(OC)c1 (centres undefined)	19	-13	121	105	8
5	Nc1c(C(=O)NCc2ccco2)c2nc3ccccc3nc2n1CCN1CCCCC1	7	1	146*	122*	29*
6	c1ccc(P(c2ccccn2)c2ccccn2)cc1	42	-1	96	96	-7
7	CCc1cccc(CC)c1NC(=S)N1CC2CC(C1)c1cccc(=O)n1C2 (centres undefined)	-9	-6	115	105	19
8	O=C1CN=C(c2ccccc2F)c2cc(Cl)ccc2N1	6	6	86	77	3

no.	V1R ag counter	NALP1 yeast inh	OXTR agonist	GalR3 antagonist
1	.	-2	.	-12
2	0.8	3	-0.8	-5
3	-0.2	30	-1.6	-6
4	3.0	34	1.5	-10
5	-0.1	16	-1.0	-7
6	-0.2	-5	-0.3	-3
7	0.5	11	-0.9	-3
8	-0.4	12	-0.9	.

no.	Molecule	PHOSPHO1 block	GPR7 antag	MEKK2wt PB1 HTS	MEKK3 PB1 HTS	MEKK2mut PB1 HTS
9	CC(=O)Nc1ccc(C(=O)C(Cc2ccccc2)N(C)C)cc1 (centres undefined)	24	-3	95	95	7
10	CCc1nn(CC(=O)N2CCC3(CC2)OCCO3)c(=O)c2cccn12	30	-7	103	102	-1
11	O=P(CN1CCN(c2ccccc2)CC1)(N1CCCCC1)N1CCCCC1	-8	16	99	99	0
12	CCNC(=O)C1OC(n2cnc3c(N)ncnc32)C(O)C1O (centres undefined)	.	-24	104	100	5
13	O=C1NC(=O)N(c2ccc3c(c2)OCO3)C(=O)/C1=C/c1cccs1	35	1	91	77	-2
14	Cc1ccc(S(=O)(=O)NP(=O)(Oc2ccccc2)Oc2ccccc2)cc1	21	-2	97	97	-1
15	O=C(CN1CCCCC1)Nc1ccc(Br)cc1C(=O)c1ccccc1Cl	42	-4	.	.	.
16	CCCCn1c(=O)c(C(=O)NCc2ccccc2OC)c(O)c2ccccc21	34	-12	109	108	9

no.	V1R ag counter	NALP1 yeast inh	OXTR agonist	GalR3 antagonist
9	1.1	33	1.3	-9
10	0.1	-12	1.0	3
11	-0.1	17	-0.2	2
12	0.1	.	1.6	-12
13	0.9	5	0.0	-6
14	-0.8	0	1.3	-4
15	0.4	9	-1.9	0
16	0.2	3	-0.7	-10

no.	Molecule	PHOSPHO1 block	GPR7 antag	MEKK2wt PB1 HTS	MEKK3 PB1 HTS	MEKK2mut PB1 HTS
17	CN1CC(C(=O)c2ccc(Cl)cc2)C(c2ccccc2F)C1 (centres undefined)	8	3	105	104	6
18	O=P(Nc1ccccc1)(Nc1ccccc1)Oc1ccc(Cl)cc1	-24	-6	.	.	.
19	Cc1ccc(CC(=O)N2CCN(C)CC2)cc1	24	-2	106	107	4
20	Cc1onc(-c2c(Cl)cccc2Cl)c1C(=O)Nc1ccc2c(C(F)(F)F)cc(=O)oc2c1	29	-13	99	99	-5
21	CN1C(=O)C(=Cc2cc([N+](=O)[O-])ccc2N2CCCCC2)C(=O)N(C)C1=O	-15	-17	99	98	-3
22	Clc1cccc(C2NCCc3[nH]cnc32)c1 (centres undefined)	11	-9	90	85	-6
23	Cc1cc(OC(=O)CCCNC(=O)OC(C)(C)C)c2c3c(c(=O)oc2c1)CCC3	19	3	96	101	-5
24	O=C1NC(=O)N(Cc2ccccc2)C(=O)/C1=C/N1CCCc2ccccc21	-12	7	107	140*	0

no.	V1R ag counter	NALP1 yeast inh	OXTR agonist	GalR3 antagonist
17	2.1	26	1.6	-5
18	-0.3	15	-0.5	.
19	1.2	9	1.2	-8
20	0.6	34	1.0	4
21	0.7	-3	-1.7	0
22	0.7	-11	-0.6	0
23	-0.8	6	-1.2	-5
24	2.4	18	2.3	6

no.	Molecule	PHOSPHO1 block	GPR7 antag	MEKK2wt PB1 HTS	MEKK3 PB1 HTS	MEKK2mut PB1 HTS
25	COc1c(/C=C2/C(=O)NC(=O)N(C)C2=O)c(CCN(C)C(=O)c2ccccc2)cc2c1OCO2	8	6	99	100	0
26	Cc1ccc(C2=NC(C)(C)N3C2C3c2ccc([N+](=O)[O-])cc2)cc1 (centres undefined)	-9	-8	109	108	2
27	CCCSc1nc(O)c(CC)c(=O)n1C(C)CC (centres undefined)	10	-10	104	101	5
28	COC(=O)C(O)(c1ccc(NC(=O)c2cccs2)c(C)c1)C(F)(F)F (centres undefined)	4	-1	98	97	-1
29	C[C@@H]1C2C[C@@]34COC(=O)C3=CC=C[C@H]4[C@@]13C[C@H](c1ccoc1)O[C@@H]3O2	-9	-11	83	72	2
30	COc1ccc(Cl)cc1NC1=NCC(C)S1 (centres undefined)	22	-5	99	100	-3
31	CC1CCCCN1CC(=O)c1ccc2cc[nH]c2c1 (centres undefined)	5	-12	.	.	.
32	CCOC(=O)c1[nH]c2ccc(OC)cc2c1C(SCC(=O)O)c1ccc(C(F)(F)F)cc1 (centres undefined)	.	-18	95	98	0

no.	V1R ag counter	NALP1 yeast inh	OXTR agonist	GalR3 antagonist
25	2.4	0	1.1	-6
26	-1.5	25	-2.7	-2
27	0.2	19	0.0	-4
28	0.7	-7	1.0	-5
29	-0.2	22	-0.2	.
30	-0.3	6	-0.3	-5
31	1.2	-5	-0.5	.
32	4.2	4	0.6	-8

no.	Molecule	PHOSPHO1 block	GPR7 antag	MEKK2wt PB1 HTS	MEKK3 PB1 HTS	MEKK2mut PB1 HTS
33	CN(C)CC1CSCCC1(O)c1ccc(Cl)cc1 (centres undefined)	-11	-3	105	108	4
34	c1cncc(C2CCCN2)c1 (centres undefined)	.	.	115	114	6
35	CCOC(=O)C1(CCOc2ccccc2)CCN(C(C)CSC)CC1 (centres undefined)	14	-1	117	110	9
36	COC(=O)c1ccc(N2C(=O)CC(N3CCC(n4c(=O)[nH]c5ccccc54)CC3)C2=O)cc1 (centres undefined)	-16	-6	111	107	4
37	O=C1/C(=C/c2cc3c(cc2Cl)OCO3)N2CCC1CC2	4	1	97	97	-2
38	O=C1C2C3CCC(O3)C2C(=O)N1CCO (centres undefined)	30	-9	86	97	7
39	COc1ccc(-n2c(Cc3cccc([N+](=O)[O-])c3)nc3ccccc3c2=O)cc1	-10	-7	96	92	-2
40	O=C(O)c1ccccc1N=Nc1c(O)[nH]c(=O)[nH]c1=O	33	-7	104	102	-1

no.	V1R ag counter	NALP1 yeast inh	OXTR agonist	GalR3 antagonist
33	0.8	-8	0.8	-5
34	1.5	.	0.3	.
35	1.7	3	0.1	-4
36	2.1	-3	-0.1	-1
37	0.0	47*	-1.9	.
38	0.0	-9	-0.2	-7
39	-0.1	24	-2.8	-6
40	0.2	1	0.1	-5

no.	Molecule	PHOSPHO1 block	GPR7 antag	MEKK2wt PB1 HTS	MEKK3 PB1 HTS	MEKK2mut PB1 HTS
41	c1ccc(CC(NCc2ccco2)c2ccccc2)cc1 (centres undefined)	16	-5	112	129*	0
42	Cc1ccc(-c2nc3ccccc3c(=O)n2-c2cc(C)ccn2)cc1	21	-7	106	101	3
43	O=c1[nH]c2ccccc2c(=O)n1-c1ccc(Cl)cc1Cl	-3	-6	100	99	2
44	O=c1c2ccccc2nc(-c2cccs2)n1-c1ccccc1	52	-12	100	102	-1
45	CCCCCn1c(=O)c(C(=O)Nc2nc(CC(=O)OCC)cs2)c(O)c2ccccc21	36	0	109	120	0
46	Cc1ccc(N2C(=O)NC(=O)/C(=C\c3ccc([N+](=O)[O-])o3)C2=O)cc1	-48	-20	90	99	-5
47	O=C(CN1CC(c2ccccc2)CC1=O)NCc1ccc(F)cc1 (centres undefined)	-6	-9	98	104	-4
48	COCc1ccc(CN2CCCC(C(=O)c3sccc3C)C2)o1 (centres undefined)	8	12	100	99	-3
49	O=P(/C(=N/O)N1CCCCC1)(N1CCOCC1)N1CCOCC1	-12	6	94	93	-12

no.	V1R ag counter	NALP1 yeast inh	OXTR agonist	GalR3 antagonist
41	-1.1	1	-2.2	-8
42	-1.7	3	-1.4	-4
43	-1.0	1	-0.8	0
44	-1.1	2	-2.1	-3
45	0.8	2	-1.1	-6
46	1.8	-12	1.8	.
47	0.2	27	0.6	-1
48	0.5	8	-1.3	-2
49	9.3	12	0.5	4

Arranged by heavy-atom count (highest first): some entries from above
no.	Molecule	PHOSPHO1 block	GPR7 antag	MEKK2wt PB1 HTS	MEKK3 PB1 HTS	MEKK2mut PB1 HTS
45	CCCCCn1c(=O)c(C(=O)Nc2nc(CC(=O)OCC)cs2)c(O)c2ccccc21	36	0	109	120	0
46	Cc1ccc(N2C(=O)NC(=O)/C(=C\c3ccc([N+](=O)[O-])o3)C2=O)cc1	-48	-20	90	99	-5
47	O=C(CN1CC(c2ccccc2)CC1=O)NCc1ccc(F)cc1 (centres undefined)	-6	-9	98	104	-4
48	COCc1ccc(CN2CCCC(C(=O)c3sccc3C)C2)o1 (centres undefined)	8	12	100	99	-3
44	O=c1c2ccccc2nc(-c2cccs2)n1-c1ccccc1	52	-12	100	102	-1
41	c1ccc(CC(NCc2ccco2)c2ccccc2)cc1 (centres undefined)	16	-5	112	129*	0
43	O=c1[nH]c2ccccc2c(=O)n1-c1ccc(Cl)cc1Cl	-3	-6	100	99	2

no.	V1R ag counter	NALP1 yeast inh	OXTR agonist	GalR3 antagonist
45	0.8	2	-1.1	-6
46	1.8	-12	1.8	.
47	0.2	27	0.6	-1
48	0.5	8	-1.3	-2
44	-1.1	2	-2.1	-3
41	-1.1	1	-2.2	-8
43	-1.0	1	-0.8	0

The list is partial. The share of hits here may be higher or lower than overall.
